DT40 TDP1 CPT = qHTS for Inhibitors of human tyrosyl-DNA phosphodiesterase 1 (TDP1): qHTS in cells in presence of CPT; chicken DT40 Tdp1-/-;hTDP1 cells + 20 nM CPT, ATP luminescence, 48 h; Potency, µM (highest dose often 46.2 µM), without a hit: at the top dose activity change, negative = growth inhibition, actives largely listed as inhibitors; 12% of 420,000 active; AID 686979, 2013; active = well fitted inhibition curve with a large enough effect; inconclusive = small, poorly fitted or top-dose-only effect; note: nearly all actives have a fitted effect of over 55% in size
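Cell growth measured by CellTiter-Glo luminescence after a minimum 48 h, 37 C compound exposure with 20 nM CPT in Tdp1-knockout DT40 cells stably expressing hTDP1, seeded 400/well; qHTS titration format.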
Active calls of the source: *; ? = inconclusive; [ ] = dose if it differs, or a comment. % is set by controls: 0 for no effect and ±100 for the full control effect; potency is the fitted concentration of half-maximal effect. Only part of the results is shown; rates above refer to the full screens.

entry	SMILES	DT40 TDP1 CPT
1	O=C(Nc1cccc2c1CCCC2)c1cc(C2CCCCN2S(=O)(=O)c2cccs2)on1 (stereo not given)	16.4µM*
2	CCOC(=O)C1=CCN(S(=O)(=O)c2ccccc2C)C1c1ccc(Br)cc1 (stereo not given)	?
3	CCOC(=O)N1CCN(Cc2ccc3c(c2)CN(C(=O)c2cc(-c4ccccc4)on2)CCO3)CC1	-6.4%[9.04 µM]
4	CC(=O)Nc1cccc(-c2ccnc3c2CC(C(=O)NCc2cccc(Cl)c2)O3)c1 (stereo not given)	3.26µM*
5	CCO[C@H](Cc1ccc(OCCc2ccc(OS(C)(=O)=O)cc2)cc1)C(=O)O	-5.5%
6	Cc1cc(OCc2cc(C(=O)NC(C)c3cnn(C)c3)no2)cc(C)c1Cl (stereo not given)	18.4µM*
7	O=C(Nc1ccc2c(c1)CN(C(=O)Nc1ccc(F)cc1)CC2)c1ccccn1	5.8µM*
8	CCN(CCN(C)C)C(=O)c1ccc2nc(C)c(N(C)C(=O)CCc3ccccc3)n2c1	13.7%
9	CC(=O)Nc1cccc(-c2ccnc3c2CC(C(=O)Nc2cccc(NS(C)(=O)=O)c2)O3)c1 (stereo not given)	-18.4%
10	COc1ccc([C@@H]2C[C@H]3[C@@H](CN2S(=O)(=O)c2ccccc2)C(=O)C[C@@H](c2ccccc2F)N3S(=O)(=O)c2ccc(C)cc2)cc1	-27.3%
11	O=C(CS(=O)(=O)Cc1ccccc1)c1ccccc1	-28.0%
12	COC(=O)C1CCN(Cc2ccc3c(c2)CN(C(=O)c2ccnn2C)CCO3)CC1	1.1%[9.04 µM]
13	O=C1NC[C@H](CCCCN2C[C@H](Cc3ccc(O)cc3)N(CCc3ccccc3)C(=O)C2=O)N(CCc2ccc(O)cc2)C1=O	-4.9%
14	CC1(c2nnnn2Cc2ccccc2)CCC(=O)N1Cc1cccc(C(F)(F)F)c1 (stereo not given)	-1.8%
15	COc1cccc(CN(C)C(=O)c2ccc(S(=O)(=O)Nc3cccc(C)c3C)cc2)c1OC	18.4µM*
16	Cc1cccc(C)c1NC(=O)CNC(=O)c1ccc(N2CCOCC2)c([N+](=O)[O-])c1	-8.9%
17	COC(=O)/C=C1\OCc2cccc(C)c21	31.2%[activator]
18	COc1cc2c(cc1OC(C)=O)C(=O)CCCC2	-0.9%
19	FC(F)(F)c1ccccc1Cc1c(-c2ccc(Cl)cc2)nc2ccc(Br)cn12	?
20	CCC1(c2ccccc2)CN(C)C1=O (stereo not given)	3.0%
21	COC(=O)[C@@]12C[C@@H](CC(=O)N3CCCCC3)C(=O)N(Cc3cccc4ccccc34)C1=CCC(C)(C)C2	?
22	COc1cccc(CN(C)CC(=O)N2CCN(S(=O)(=O)c3ccccc3)CC2)c1	-5.7%
23	O=C(C[C@H]1C[C@@H]2c3cc(NC(=O)c4cccnc4)ccc3O[C@@H]2[C@H](CO)O1)NCc1ccncc1	1.9%
24	CCCNC(=O)C1(C)CCN(Cc2cc(-c3ccccc3)on2)C1 (stereo not given)	?
25	CC(C)CC1C(=O)N(Cc2cn(CCC3OCCCO3)nn2)CCS(=O)(=O)N1Cc1ccc(-c2ccccc2)cc1 (stereo not given)	?

Arranged by number of heavy atoms (smallest number first): seven of the compounds above.
entry	SMILES	DT40 TDP1 CPT
20	CCC1(c2ccccc2)CN(C)C1=O (stereo not given)	3.0%
24	CCCNC(=O)C1(C)CCN(Cc2cc(-c3ccccc3)on2)C1 (stereo not given)	?
19	FC(F)(F)c1ccccc1Cc1c(-c2ccc(Cl)cc2)nc2ccc(Br)cn12	?
22	COc1cccc(CN(C)CC(=O)N2CCN(S(=O)(=O)c3ccccc3)CC2)c1	-5.7%
4	CC(=O)Nc1cccc(-c2ccnc3c2CC(C(=O)NCc2cccc(Cl)c2)O3)c1 (stereo not given)	3.26µM*
1	O=C(Nc1cccc2c1CCCC2)c1cc(C2CCCCN2S(=O)(=O)c2cccs2)on1 (stereo not given)	16.4µM*
23	O=C(C[C@H]1C[C@@H]2c3cc(NC(=O)c4cccnc4)ccc3O[C@@H]2[C@H](CO)O1)NCc1ccncc1	1.9%

Next records:
entry	SMILES	DT40 TDP1 CPT
26	CCOCCC(=O)Nc1ncc(S(=O)(=O)c2ccc([N+](=O)[O-])cc2)s1	0.4%
27	CCOC(=O)N1CCN(C(=O)C[C@@H]2C[C@@]3(C(=O)OCC)CCC=C3N(Cc3ccccc3)C2=O)CC1	-17.8%
28	COc1ccc(-c2ccc3[nH]c4c(c3c2)CCN2C[C@H]3[C@H](C)ON(C)[C@H]3C[C@@H]42)cc1	20.6µM*
29	COC(=O)C1CCN(C2CN(Cc3ccc(C)cc3)S(=O)(=O)C2)CC1 (stereo not given)	7.5%
30	COc1ccc(C2=Nc3ccccc3N(C(=O)c3ccc4ncccc4c3)C2C(=O)NC2CCCC2)cc1 (stereo not given)	8.2µM*
31	O=C1Nc2ccccc2-n2nnnc2C1N1CCN(c2cccc(C(F)(F)F)n2)CC1 (stereo not given)	?
32	CCNC(=O)C1CCCN(Cc2ccc(OCc3ccccc3)cc2)CC1 (stereo not given)	18.4µM*
33	CCCC#Cc1ccc2c(c1)O[C@H](CN(C)C(=O)CC1CC1)[C@H](C)CN([C@@H](C)CO)S2(=O)=O	?
34	CC(C)(C)c1cc2nc(NCc3cccc(Cl)c3)ccn2n1	18.4µM*
35	CCCCn1nnnc1C1(C)CCC(=O)N1Cc1ccco1 (stereo not given)	-10.7%
36	CCCc1c(C(=O)N/N=C/c2ccc(C)o2)nnn1-c1nonc1N	?
37	CC1(C)CC(=O)C=C(c2ccc(COC(=O)c3ccc(-c4ccccc4)cc3)cc2)C1=O	?
38	COc1cc(Cn2c3ccc(NC(=O)CC(C)c4ccccc4)cc3c(=O)n2C)ccc1F (stereo not given)	?
39	N#Cc1ccccc1S(=O)(=O)N1CCN(Cc2cccs2)CC1	-14.5%
40	C=C(C)Cn1c2ccc(NC(=O)NCCc3cccs3)cc2c(=O)n1C	?
41	CCOC(=O)N1CCN(C(=O)C[C@@H]2C[C@@]3(C(=O)OC)CCCCC=C3N(CCc3ccc(OC)c(OC)c3)C2=O)CC1	?
42	C[C@@H]1CN([C@H](C)CO)C(=O)CCCn2cc(nn2)CO[C@H]1CN(C)S(=O)(=O)c1ccc(Oc2ccccc2)nc1	-12.2%
43	CC(C)N(C)c1ncnc2c1ncn2[C@H]1CN(Cc2cccs2)C[C@@H](CO)O1	?
44	Cc1cccc(C)c1-n1nnnc1C(c1ccnc2ccccc12)N1CCN(C/C=C/c2ccccc2)CC1 (stereo not given)	9.2µM*
45	Cc1cc(C)n(CCNC(=O)[C@H]2O[C@@H](n3ccc(N)nc3=O)[C@H](O)[C@@H]2O)n1	8.9%
46	COC(=O)[C@@]12C[C@@H](CC(=O)N3CCN(C(=O)c4ccco4)CC3)C(=O)N(Cc3ccccc3)C1=CCC(C)(C)C2	?
47	COc1cccc(NC(=O)N(C)C[C@@H]2OCc3cnnn3CCCC(=O)N([C@@H](C)CO)C[C@H]2C)c1	?
48	CC(=O)NCCNc1nc(NCc2cccs2)nc2ccsc12	-2.9%
49	OCC(O)CS (stereo not given)	-16.5%
50	CSc1ccccc1CNc1nc(NCC2CC2)nc2ccsc12	14.6µM*
51	COc1ccc(N2CCN(C(=O)c3ccc(CS(=O)c4cccc(Cl)c4)o3)CC2)cc1 (stereo not given)	16.4µM*
52	COc1cc(OC)cc(C(=O)NCC2Cc3cccc(-c4nc(C)cnc4C)c3O2)c1 (stereo not given)	-3.1%[9.04 µM]
53	OC(c1cccc(F)c1)c1ncc(-c2ccc(Oc3ccccc3)cc2)[nH]1 (stereo not given)	?
54	O=C(O)C1=C(CSc2nnnn2CS(=O)(=O)O)CS[C@@H]2[C@H](NC(=O)[C@H](O)c3ccccc3)C(=O)N12	2.0%
55	Cc1cc(OCC(=O)Nc2nnc(C3CC3)s2)ccc1Cl	-12.6%
56	O=C(Cc1ccccc1)NCC(=O)N1CCN(c2ccc(F)cc2)CC1	-21.9%
57	Cc1cccc(C)c1NC(=O)C(c1ccccc1)N1CCC(c2ccccc2)CC1 (stereo not given)	?
58	CNC(=O)OCc1cocc1COC(=O)NC	-0.8%
59	CC(C)C[C@@H]1O[C@H](CCc2ccccc2)Cc2[nH]c(=S)[nH]c(=O)c21	?
60	Cc1ccccc1-c1cnc(C(O)c2ccc(F)cc2C)[nH]1 (stereo not given)	?
61	COC(=O)c1ccc(Cn2c(C)c(C(=O)NCc3cccc(C(F)(F)F)c3)sc2=O)o1	?
62	CCc1nc2ccc(C(=O)NCCCN3CCCC3=O)cn2c1N(C)C(=O)c1cccc(OC)c1	1.7%
63	CC1(Oc2cccc(C#N)c2)CCN(Cc2csc3ccccc23)C1 (stereo not given)	?
64	CCC/C=C/c1ccc(CN2C(CC(C)C)C(=O)N(Cc3cn(CCC4OCCO4)nn3)CCS2(=O)=O)cc1 (stereo not given)	?
65	COC(=O)[C@]12CCCCC=C1N(Cc1ccco1)C(=O)[C@H](CC(=O)NCc1ccccc1)C2	-23.0%
66	CC(=O)C(Cc1ccccc1)NC(=O)COC(=O)c1cc(S(=O)(=O)N2CCOCC2)ccc1F (stereo not given)	12.7%
67	Cc1ccc(S(=O)(=O)C[C@@H]2OC[C@H](CO)N2S(=O)(=O)c2ccc(C)cc2)cc1	-4.2%
68	Cc1c(C(=O)NCc2cccc(C(F)(F)F)c2)sc(=O)n1Cc1ccc(S(=O)(=O)N(C)C)cc1	20.6µM*
69	O=C(NCCc1ccccc1F)C1CC(=O)N(c2ccc3c(c2)OCCO3)C1 (stereo not given)	-6.4%
70	CCOC(=O)[C@]12CCCC=C1N(Cc1ccc3c(c1)OCO3)C(=O)[C@H](CC(=O)NCc1ccc(OC)c(OC)c1)C2	?
71	NC(c1csc(NC(=O)Nc2cccc(C(F)(F)F)c2)n1)C1CCCCC1 (stereo not given)	20.6µM*
72	COc1cc(C(O)c2nc(-c3csc4ccccc34)cs2)ccc1F (stereo not given)	?
73	CCc1cccc(NC(=O)COC(=O)CSc2ccc(C)cc2)c1	-13.7%
74	CCc1nc2ccc(C(=O)NCc3ccccc3OC)cn2c1N(CC)CCOC	16.4µM*
75	O=C(NC1CCCCC1)C1c2ccccc2OCC(=O)N1Cc1ccc2c(c1)OCO2 (stereo not given)	-6.0%

(cont.)
entry	SMILES	DT40 TDP1 CPT
76	CCc1nc2c(OCC(N)=O)cccn2c1N(C)C(=O)C(C)C	-10.7%
77	Cc1cc(C)nc(Nc2nc(C(N)CCc3ccccc3)cs2)n1 (stereo not given)	?
78	C#CCN(C[C@@H]1[C@@H](OC(=O)NC2CC2)[C@@H](OC(=O)NC2CC2)Cn2c(=O)n(CCCCCC)c(=O)n21)S(=O)(=O)c1ccc(C)cc1	?
79	O=C(Nc1ccc2c(c1)OCCO2)C1C(=O)Nc2ccccc2C(=O)N1C1CCCCC1 (stereo not given)	-19.8%
80	O=C(c1cccc(Cn2cccn2)c1)N1CCOc2c(cc(-c3csc4ccccc34)cc2OC2CCOC2)C1 (stereo not given)	18.4µM*
81	COC(=O)[C@]12CCCCC=C1N(Cc1ccc(Cl)cc1Cl)C(=O)[C@H](CC(=O)NCc1cccc(C(F)(F)F)c1)C2	?
82	Nc1ncnc2c1ncn2[C@@H]1O[C@H](C(=O)NCc2ccc(OC(F)(F)F)cc2)[C@@H](O)[C@H]1O	3.9%
83	C[C@@H]1CN([C@H](C)CO)S(=O)(=O)c2ccc(C#Cc3ccccc3)cc2O[C@@H]1CN(C)C(=O)CN(C)C	16.4µM*
84	COCC1CCN(C(=O)c2cc(COc3ccc(OC)cc3Cl)on2)C1 (stereo not given)	-23.8%
85	COc1ccc(NC2CCCN(C(=O)C3=NNC(=O)CC3)C2)cc1 (stereo not given)	-13.2%
86	COC(=O)[C@]12CCCCC=C1N(Cc1ccccc1)C(=O)[C@H](CC(=O)N1CCOCC1)C2	-19.3%
87	Cc1ccc([C@H]2N[C@]3(CCCN(Cc4ccc(F)cc4)C3=O)[C@H]3C(=O)N(Cc4ccccc4)C(=O)[C@@H]23)cc1	?
88	CCC(=NNc1ccc([N+](=O)[O-])cc1[N+](=O)[O-])c1ccccc1	?
89	CCOC(=O)C1(C)CCN1C(=O)c1ccc(OC)c(OC)c1 (stereo not given)	2.5%
90	Nc1c(NC/C=C\COc2cc(CN3CCCCC3)ccn2)c(=O)c1=O	-10.2%
91	NC(=O)C1CCN(C(=O)c2ccc(Cl)c(S(=O)(=O)N3CCc4ccccc43)c2)CC1	?
92	Cc1nc2ccc(C(=O)N(C)Cc3ccccc3)cn2c1N(C)C(=O)CCc1ccccc1	?
93	CC1(Oc2ccc(F)cc2)CCN(Cc2ccccc2OC(F)F)C1 (stereo not given)	-18.3%
94	CN(c1ccc(Cl)cc1)c1cc2c(c3c1ccn3C)C1CCC2C1 (stereo not given)	1.4%
95	CCCCNC(=O)c1nc(C2CCN(S(=O)(=O)c3ccc(S(C)(=O)=O)cc3)CC2)oc1-c1ccccc1	5.8µM*
96	N#CC1C(=O)NC(=O)C(C#N)C12CCCCC2 (stereo not given)	-9.9%
97	CCCCNC(=O)C1(C)CCCCN1C(=O)c1oc2ccccc2c1C (stereo not given)	14.6µM*
98	CC(C)(C)C(c1nc2ccccc2[nH]1)n1c(-c2ccsc2)nc2ccccc21 (stereo not given)	?
99	CC(=O)Nc1ccc(C(=O)N2CCOCC2c2cc(C(=O)NCc3ccccc3)no2)cc1 (stereo not given)	-5.0%
100	O=C(O)c1nc(=O)[nH]c(=O)[nH]1	10.0%
101	COC(=O)c1ccc(CNC(=O)/C=C/[C@H]2O[C@@H](n3cc(C)c(=O)[nH]c3=O)C[C@@H]2O)cc1	-6.6%
102	O=C(OCc1ccccc1)N1CCC2CC1c1cc(/C=C/CCCSc3ncccn3)ccc12 (stereo not given)	?
